Source: PubChem BioAssay (several laboratories)
TRPN1 ag: activates the zebrafish TRPN1 channel; AID 1424; HEK293 zebrafish TRPN1-YFP, Fluo-8 calcium fluorescence; 100% = response to 87 µM carbachol; activation, % at 3 µM; actives 0.18% (n = 220,000);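 active = activation above its plate's cutoff, the mean activation of test wells on that plate plus 3 SD, cut at about 19% in these data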;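 also: 0% = DMSO alone and 100% = 87 µM carbachol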
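Control set: carbachol 87 µM as high control, DMSO as low control; system: HEK293 stable line with zebrafish TRPN1-YFP; read-out: % activation versus carbachol response; detection: intracellular calcium fluorescence with Fluo-8; doses: single test compound dose, 3 µM nominal, 0.3% DMSO; schedule: dye 1 h 37 °C plus 30 min RT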
TRPML3 ag: agonists of human TRPML3 channel; Q8TDD5; HEK293 TRPML3-YFP, Fluo-8 calcium fluorescence; 100% = the carbachol control signal; activation, % at 3 µM; actives 0.29% (n = 220,000); AID 1448;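 active = activation above its plate's cutoff, the mean activation of the plate's test wells plus 3 SD, cut at about 12% in these data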;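 also: 0% = DMSO only wells and 100% = carbachol wells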
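Test system – HEK293 line with stable expression of human TRPML3-YFP channel · Control set – carbachol 87 µM final as high control (100%), DMSO as low control (0%) · Signal – Fluo-8 calcium dye fluorescence, ex 470-495, em 515-575 nm · Incubation – 1-h 37 °C dye load, 5-s basal, 120-s post-compound reads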
MDM2 E3 inh: inhibitors of human Mdm2 E3 ubiquitin ligase | Q00987 | cell-based MDM2 ubiquitination luciferase reporter, 2 h; 0 = plate control, 100 = twice control, blank-subtracted | signal enhancement, % at 5 µM | actives 0.11% (n = 210,000);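 active = signal enhancement of 30% or more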;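 also: luminescence tracks abundance of the self-degrading MDM2-luciferase fusion protein; higher signal means inhibition of MDM2 E3 ligase activity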
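Test system: stable mammalian line carrying autodegrading MDM2–luciferase fusion reporter; quantity: 2000 cells in each well; times: 4 h cell settling then 2 h compound exposure, 37 °C; detection: luminescence with SteadyLite reagent, 15 min at room temperature; evaluation: percent signal gain over controls, blank-subtracted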
PPC-1+TRAIL kill: compounds killing PPC-1 cancer cells with TRAIL present (potentiator screen, no TRAIL-free arm) | PPC-1 cells + TRAIL, ATPLite viability luminescence | cell killing (% activity), % at 4 µM | actives 0.41% (n = 220,000);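 active = cell killing above 50% in the first pass at 4 µM, then a duplicate retest at 5 µM averaging 50% or more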;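 also: plate controls were cells with TRAIL plus DMSO for no effect and medium-only wells lacking cells for full effect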
TNF death inh: inhibitors of TNF-alpha induced necroptosis in Jurkat FADD-/- cells. Jurkat FADD-/- TNF necroptosis rescue, ATP luminescence, 24 h; 0 = TNF only, 100 = no-TNF cells. activation (protection from cell death), % at 10 µM. actives 0.068% (n = 220,000). AID 463075;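 active = activation, meaning protection from cell death, of at least 50% relative to plate controls; inactive = activation below 50%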;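 also: necroptosis triggered by 40 ng/mL TNF-alpha added together with compound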
EBV gp42 inh: EBV gp42 inhibition. Q1HVG2. Fluorescence polarization binding assay, mP read-out. inhibition, % (tested at 21.74 µM). actives 0.42% (n = 220,000). AID 1085; in the data active = inhibition above about 50%
Target sequence (Q1HVG2 whole entry, looked up): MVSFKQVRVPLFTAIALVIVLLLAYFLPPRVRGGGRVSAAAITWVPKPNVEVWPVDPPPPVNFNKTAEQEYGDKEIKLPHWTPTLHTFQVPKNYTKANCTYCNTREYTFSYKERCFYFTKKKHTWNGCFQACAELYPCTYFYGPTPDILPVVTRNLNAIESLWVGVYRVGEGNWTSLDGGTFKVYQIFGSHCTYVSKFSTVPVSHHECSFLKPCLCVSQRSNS
CHOP inhibitor: inhibitors of CHOP induction in ER stress response; CHO-K1 CHOP-promoter luciferase, tunicamycin-induced, 15-18 h; AID 2732; inhibition, % at 10 µM; actives 3.8% (n = 220,000);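 active = compounds that reduced the stress-induced luciferase reporter signal by more than about 70% of percent inhibition, limit read from the data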;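 also: 0% = tunicamycin plus vehicle and 100% = wells without tunicamycin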
p47phox inh: inhibitors of human p47phox binding | p47phox/p22phox peptide binding, fluorescence polarization, 2 h | AID 1274 | actives 0.53% (n = 220,000) | inhibition, % at 24.7 µM | P14598;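 active = inhibition above about 30%, limit read from the data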;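 also: 0% = p47phox with labelled peptide and 100% = labelled peptide alone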
Target sequence (P14598 whole entry, looked up): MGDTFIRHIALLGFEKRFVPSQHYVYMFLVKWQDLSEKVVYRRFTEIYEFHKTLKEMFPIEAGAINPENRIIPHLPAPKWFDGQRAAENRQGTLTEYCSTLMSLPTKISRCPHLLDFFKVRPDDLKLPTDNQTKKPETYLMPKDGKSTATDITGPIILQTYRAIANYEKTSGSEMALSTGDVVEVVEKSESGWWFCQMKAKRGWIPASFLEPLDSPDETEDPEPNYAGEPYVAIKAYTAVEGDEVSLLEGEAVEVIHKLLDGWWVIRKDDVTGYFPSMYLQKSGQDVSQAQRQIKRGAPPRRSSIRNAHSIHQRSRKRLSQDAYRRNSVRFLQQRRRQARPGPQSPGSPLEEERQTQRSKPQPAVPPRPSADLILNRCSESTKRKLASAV
Runt-SMMHC FRET: inhibitors of human RUNX1 Runt domain binding to CBFb-SMMHC; Q01196+Q13951; Cerulean-Runt/Venus-CBFb-SMMHC FRET ratio 530/480, 1 h; inhibition, % at 20 µM; actives 0.74% (n = 220,000); AID 1434;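 active = mean inhibition across duplicate retests at 20 µM reaching about 50%, limit read from the data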;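 also: 0% = DMSO wells and 100% = wells with excess untagged CBFb-SMMHC; inhibitors lower the FRET ratio by blocking Runt binding to CBFb-SMMHC; some results filed as inactive read as strong as hits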
* marks the source's active call; other numbers are inactive results; · = not tested or not shown.

SMILES	TRPN1 ag	TRPML3 ag	MDM2 E3 inh	PPC-1+TRAIL kill	TNF death inh	EBV gp42 inh	CHOP inhibitor	p47phox inh	Runt-SMMHC FRET
CCC1CC2CC(NC(C)=O)C1C2 (centres undefined)	0.1	-0.4	-5	17	-0.3	12	12	0	-1
COc1ccc(C)cc1-n1c(SCC(=O)Nc2cccc(C(=O)O)c2)nc2ccccc2c1=O	0.0	0.1	-6	0	-1.3	-3	6	-3	-2
O=C(CN1CCN(c2ccc(F)cc2)CC1)OCc1ccccc1	1.1	-0.1	-11	8	-2.7	-4	31	-11	1
CCOC(=O)N1CCC(=NNc2ccnc3cc(Cl)ccc23)CC1	2.9	1.3	-2	17	1.7	-1	-3	-27	-3
CN1/C(=C\C(=O)Nc2ccc(Br)cc2)C(C)(C)c2ccccc21	1.7	1.0	2	-8	2.4	-13	82*	-10	6
CCCCCCCCNC1=CC(=O)CC(C)(C)C1	1.0	-0.2	-15	0	0.4	-2	-14	1	1
Cn1c(SCc2ccccc2F)nnc1-c1ccccn1	-0.5	0.7	-19	8	0.5	2	-25	-15	-1
CS(=O)(=O)N(CC(=O)N1CCN(c2ccccc2F)CC1)C1CCCCC1	-1.4	-0.2	-18	27	-0.8	-14	2	-7	-8
O=C(c1c[nH]c2ccccc2c1=O)N1CCCCCC1	0.5	0.4	-17	24	1.1	-22	36	-8	1
COc1ccc(C(=O)NCC(c2cccnc2)N2CCN(c3ccccc3OC)CC2)cc1OC (centres undefined)	-0.7	0.3	-3	-4	0.1	3	-4	4	-2
COCCOc1cc(N)c(Cl)cc1Cl	-0.9	0.0	-19	26	0.5	-20	8	-3	-2
CCOC(=O)c1ccc(-n2c(C)ccc2C)cc1	-0.2	0.7	-1	34	0.2	-23	-14	-10	-3
CCc1ccc(OCC(=O)NNC(=O)CSc2nnc(-c3ccc(C)cc3)n2C)cc1	-1.9	-0.6	-15	28	-3.0	-15	5	-11	-4
CCC1=NN(C(=O)c2ccc(Br)cc2)C(O)(c2ccccc2)C1 (centres undefined)	0.4	1.0	·	13	4.0	-10	6	-2	-5
CCC(C)[C@H](N)c1nnc(SCC(=O)c2ccc(Cl)cc2)o1 (some centres undefined)	-0.1	0.6	-4	22	2.0	-18	14	-7	-5
O=C(NCc1ccco1)c1ccc(Cl)c(S(=O)(=O)N2CCOCC2)c1	-0.4	0.7	-5	-6	1.8	-11	15	-14	-10
COc1ccc2oc(=O)c(-c3nnc(NCc4ccco4)s3)cc2c1	-0.8	0.0	-12	5	-4.9	15	-21	12	44
COc1ccccc1NC(=O)Cn1c(=O)n2nc(C)nc2c2ccccc21	0.6	0.3	-21	15	0.3	-21	38	-4	-1
O=c1oc2ccccc2cc1-c1csc(NN=C2CCCCC2)n1	-0.7	0.5	-33	8	-5.5	-21	-41	-11	31
CCOC(=O)c1[nH]c(C)c(CN(CCc2ccc(OC)c(OC)c2)C(=O)CCCC(=O)O)c1C	0.8	1.3	-6	5	1.8	-6	22	-12	1
N/C(=N\S(=O)(=O)c1cccs1)c1ccccc1	0.4	0.7	10	-3	0.7	-8	13	-2	-3
CCOC(=O)CCc1cccc2c1CCC2=O	0.5	0.9	-19	24	1.1	-18	-6	-2	-2
CCCc1ncc(C(O)c2cccc(OC)c2)n1C (centres undefined)	1.3	-0.4	-12	-6	-0.2	-13	3	-9	-4
O=c1cc(CN2CCN(C/C=C/c3ccccc3)CC2)c2cc(O)ccc2o1	3.2	2.6	-10	2	-9.0	-10	22	3	-1
Cc1ccccc1C(=O)NNC(=O)/C=C/c1ccccc1	1.4	1.1	-5	0	1.2	-2	10	7	-4
O=C(c1csc2c1CCCC2)N1CCN(c2cccc(C(F)(F)F)c2)CC1	-1.1	0.0	-10	26	1.9	14	4	-5	-3
C/C(CC(=O)Nc1cccc2c1CCCC2)=N\NC=O	-0.4	-0.8	-2	10	-0.5	-4	10	-9	-2
O=C(COC(=O)Cc1c[nH]c2ccccc12)NC1CCCCC1	0.9	-0.2	-18	24	0.1	-9	-11	-1	1
COc1ccc(S(=O)(=O)Nc2ccc(O)c(Sc3ncn[nH]3)c2)cc1	-0.1	1.1	-1	32	0.6	-10	0	7	17
O=c1c2sc3nc(N4CCOCC4)c4c(c3c2ncn1-c1ccccc1)CCCC4	-0.7	0.2	-3	13	-0.3	-3	1	-31	-5
COc1ccc(C(=O)COc2ccc3ccc(=O)oc3c2)cc1	1.9	0.6	-4	-5	1.6	-15	-7	-10	3
CC1(C)Cc2c(C#N)c(NCc3ccco3)nc(-c3ccco3)c2CO1	0.1	1.3	-4	14	-2.1	-21	64	-44	3
CCN1C(=O)CC(NNC(=O)c2ccc(Cl)cc2)C1=O (centres undefined)	-0.1	0.2	-24	8	-0.2	-14	-8	-18	-1
O=C(N/N=C/c1ccc(Br)s1)c1cccnc1	-0.1	0.1	-9	3	-0.1	-16	-7	5	-3
CCN1C(=O)c2cccc3c(NC(=O)c4ccc(S(=O)(=O)N5CCOCC5)cc4)ccc1c23	1.7	0.3	-21	41	-5.9	-18	-6	0	-39
CC1=C(C(=O)OCC2CCCO2)C(c2ccc(C)cc2)C2=C(CCCC2=O)N1 (centres undefined)	-0.5	1.0	-2	24	-1.6	-4	37	·	18
O=C(CSCc1nc2ccccc2[nH]1)N1CCN(c2cccc(Cl)c2)CC1	0.5	-0.5	-11	8	0.5	-10	64	-4	3
CC(=NCc1cccc(Cl)c1)c1nc(-c2ccco2)oc1O	0.8	0.0	-16	8	1.2	-1	-30	-5	-2
O=C(O)CCCCCCCCCC(=O)c1cccs1	0.2	0.7	-10	7	-2.6	-22	11	-8	-3
OC(CN1CCCCC1)Cn1c(C(F)(F)F)nc2ccccc21 (centres undefined)	-1.2	0.1	-16	4	-1.7	-10	22	-6	3

Records listed above printed as active in CHOP inhibitor.
Structure	TRPML3 ag	MDM2 E3 inh	EBV gp42 inh	CHOP inhibitor	p47phox inh	Runt-SMMHC FRET
CN1/C(=C\C(=O)Nc2ccc(Br)cc2)C(C)(C)c2ccccc21	1.0	2	-13	82*	-10	6

Next section:
SMILES	TRPN1 ag	TRPML3 ag	MDM2 E3 inh	PPC-1+TRAIL kill	TNF death inh	EBV gp42 inh	CHOP inhibitor	p47phox inh	Runt-SMMHC FRET
CCC(C(=O)N1CCc2cc(OC)c(OC)cc2C1)c1ccccc1 (centres undefined)	0.1	0.5	4	23	0.1	-1	18	-2	1
CS(=O)(=O)N(CC(=O)Nc1ccc(F)c(F)c1)c1cccc([N+](=O)[O-])c1	1.6	1.9	-9	14	2.3	5	10	-3	-1
Nc1nncn1C(=O)c1cccs1	1.9	0.5	-10	3	-1.2	1	-9	2	0
COC(=O)CCC(=O)Nc1ccc(OC)cc1	0.8	0.9	5	5	-1.4	1	8	0	-4
CCc1ccc(/C=N/NC(=S)NCCc2ccccc2)cc1	-0.3	-0.3	-4	-5	1.1	-16	47	-22	-3
O=C(COc1cccnc1[N+](=O)[O-])N1CCN(S(=O)(=O)c2ccccc2)CC1	1.0	0.8	-1	13	1.6	-27	-9	-5	-3
CCCCCc1nnc(NC(=O)CS(=O)(=O)Cc2ccccc2)s1	-0.8	-0.5	-12	7	-0.6	-10	3	-8	3
COc1ccccc1-c1noc(-c2ccccc2C(=O)Nc2cccnc2)n1	0.5	0.5	-20	-5	-1.8	-17	41	-11	-5
CCOC(=O)N1CCN(C(=O)C(CC(C)C)NS(=O)(=O)c2ccc3c(c2)oc(=O)n3C)CC1 (centres undefined)	0.7	-0.4	-4	-3	1.9	13	55	-14	1
CSCCC(NC(=O)OC(C)(C)C)C(=O)NC(CC(C)C)C(N)=O (centres undefined)	0.9	-0.8	-10	8	-0.9	-5	1	-18	0
COC(=O)c1sccc1NC(=O)CSc1ccccc1NS(=O)(=O)c1ccc(F)cc1	-0.2	0.3	-18	-17	-2.7	-6	-9	0	6
O=S1(=O)C=C(N2CCOCC2)c2ccccc21	0.6	0.8	-22	2	-1.5	7	-5	-36	-8
FC(F)(F)C1=CC(c2ccc(Br)cc2)=NCCN1	1.6	0.4	-16	-12	-0.3	-12	48	-18	0
COc1ccc(NC(=O)c2cccnc2N2CCOCC2)cc1	-0.8	-0.4	-45	-18	0.3	3	-6	7	1
Cc1ccccc1/C=N/Nc1nc2ccccc2[nH]1	-0.7	-0.2	11	-5	8.2	-7	8	-12	2
Cc1cccc(NC(=O)Cn2c([N+](=O)[O-])cnc2C)c1C	0.1	0.7	-8	15	2.7	3	9	-14	5
O=C(CSc1ccccc1)Nc1ccc(-c2nc3ccccc3[nH]2)cc1	-0.7	-0.3	-5	32	5.6	-29	94*	1	-19
COc1ccc2nc(SCC(=O)Nc3ccc(S(=O)(=O)Nc4onc(C)c4C)cc3)[nH]c2c1	-0.2	0.8	0	10	-2.1	-11	-7	-6	2
COc1ccc(CS(=O)c2nc(C)cc(C)c2S(C)(=O)=O)cc1 (centres undefined)	0.1	0.6	2	14	0.6	1	-4	-12	-4
O=C(N/N=C\c1cc(Cl)ccc1O)c1ccc(S(=O)(=O)N2CCCCC2)cc1	-0.8	1.4	-10	52*	-9.5	-4	81*	-20	-79
Cc1ccc(Nc2nc(OC(C(F)(F)F)C(F)(F)F)nc(N3CCOCC3)n2)cc1	-0.9	0.6	-7	2	2.7	-10	50	-11	-3
COc1ccc(C2c3c(ncn(CCCO)c3=N)Oc3ccc4ccccc4c32)cc1 (centres undefined)	-0.7	-0.6	-6	17	-24	-3	9	-25	3
COc1ccc(OC)c(C2C(C(=O)c3cccs3)=C(O)C(=O)N2CCN(C)C)c1 (centres undefined)	0.6	1.1	-10	0	-0.2	16	2	-7	-1
CCc1ccc(NC(=O)CCNS(=O)(=O)c2cccc3nsnc23)cc1	-0.8	0.3	-26	29	0.0	3	7	-10	2
Cc1cc2ccccc2n1CCNCc1c(C(=O)N2CCOCC2)nc2ccccn12	-1.2	0.4	-13	22	0.8	3	-4	-1	-5
Cc1cccc(C2N=C(N)Nc3nc4ccccc4n32)c1 (centres undefined)	-0.2	0.9	4	8	1.4	4	2	-8	2

By substructure, those above containing a nitro group on carbon.
SMILES	TRPN1 ag	TRPML3 ag	MDM2 E3 inh	PPC-1+TRAIL kill	TNF death inh	EBV gp42 inh	CHOP inhibitor	p47phox inh	Runt-SMMHC FRET
CS(=O)(=O)N(CC(=O)Nc1ccc(F)c(F)c1)c1cccc([N+](=O)[O-])c1	1.6	1.9	-9	14	2.3	5	10	-3	-1
O=C(COc1cccnc1[N+](=O)[O-])N1CCN(S(=O)(=O)c2ccccc2)CC1	1.0	0.8	-1	13	1.6	-27	-9	-5	-3
Cc1cccc(NC(=O)Cn2c([N+](=O)[O-])cnc2C)c1C	0.1	0.7	-8	15	2.7	3	9	-14	5
